Pf growth 96h: inhibits malaria parasite growth, 96 h | P. falciparum luciferase reporter growth, 96 h | Potency, µM (titrated, usually from 28.7 µM), for inactives: top-dose activity change, negative = inhibition, actives largely listed as inhibitors | 320,000 compounds, 6.9% hits; further: potency means the concentration at half of the fitted maximal effect; on the % scale 0 is the no-effect control and ±100 the full control effect
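Erythrocytes infected with luciferase-expressing P. falciparum were dispensed at 2% hematocrit and 0.05% parasitemia (final), then incubated with compounds 96 hours at 37 C in 5% CO2. Luminescence after detection reagent addition reported growth.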
Giardia FBPA inh: inhibitors of Giardia lamblia fructose-1,6-bisphosphate aldolase; A8B2U2; purified Giardia FBPA; Potency, µM (titrated, usually from 59.6 µM), for inactives: top-dose activity, negative = inhibition, usual class: inhibitors; 290,000 compounds, 0.71% hits; AID 2451; further: potency means the concentration at half of the fitted maximal effect; on the % scale 0 is the no-effect control and ±100 the full control effect; nearly all actives have a fitted effect of over 55% in size
Target sequence (A8B2U2 whole entry, looked up): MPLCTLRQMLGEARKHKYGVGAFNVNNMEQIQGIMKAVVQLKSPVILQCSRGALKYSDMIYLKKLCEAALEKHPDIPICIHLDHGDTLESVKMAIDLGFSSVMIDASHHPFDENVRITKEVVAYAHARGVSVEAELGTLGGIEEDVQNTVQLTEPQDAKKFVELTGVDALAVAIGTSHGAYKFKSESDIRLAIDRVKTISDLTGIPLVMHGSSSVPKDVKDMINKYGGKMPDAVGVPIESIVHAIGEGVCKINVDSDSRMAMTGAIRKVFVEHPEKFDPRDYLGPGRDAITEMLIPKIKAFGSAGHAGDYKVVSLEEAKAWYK
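Giardia FBPA (40 nM reagent) was preincubated 10 min at RT with compound (up to 57.5 uM final), then substrate plus GAPDH/TPI/NAD/arsenate coupling system with diaphorase/resazurin was added; resorufin fluorescence (525/598 nm) was read after 20 min.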
Cycloheximide cs: counter-screen hit for Shiga toxin inhibitors, cycloheximide | cell reporter, cycloheximide protein synthesis inhibition counterscreen | max response, % | 300,000 compounds, 12% hits | AID 2314; in the data active means max response mostly above about 13%, no sharp cut-off; inactive means mostly below about 14%; further: read at 38.3 µM for the half of the compounds with a filed dose; 0% is about no effect
HCV inh: blocks hepatitis C virus | Huh7.5.1 HCVcc-Cre infection, luciferase reporter, 44 h | Potency, µM (top dose mostly 41.8 µM), inactives show top-dose activity change, negative = inhibition, usual class: inhibitors | 340,000 compounds, 3.4% hits | AID 651820; further: potency means the concentration at half of the fitted maximal effect; on the % scale 0 is the no-effect control and ±100 the full control effect
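HCVcc-Cre virus at an moi near 0.5 was added right after compound to cells cultured 4 h from seeding (1,000 cells/well). Luciferase activity was determined 44 h later, 15 min after substrate addition at RT.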
Shiga toxin inh: blocks Shiga toxin action in Vero cells | Vero cells, Shiga toxin protein synthesis inhibition reporter | inhibition, % at 38.7 µM | 290,000 compounds, 9.2% hits; in the data active means inhibition mostly above about 28%, no sharp cut-off; inactive means mostly below about 43%; further: 0% is about no effect
Pf growth 48h: P. falciparum growth inhibition at 48 hours (one generation); P. falciparum luciferase growth in erythrocytes, 48 h; Potency, µM (series often up to 28.7 µM), without a hit: top-dose activity change, negative = inhibition, hits mostly inhibitors; 310,000 compounds, 5.9% hits; further: potency means the concentration at half of the fitted maximal effect; on the % scale 0 is the no-effect control and ±100 the full control effect
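Firefly luciferase activity from engineered P. falciparum reports growth; inhibitors lower the luminescent signal. Cultures contained 2% hematocrit erythrocytes at 0.1% final parasitemia.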
Numbers without * were called inactive; ? = inconclusive; . = not tested or not shown; & = joins results of further samples; [ ] = remark or other dose. Unless noted, the call rests on the fitted dose curve; in most records, active means well fitted curve in the direction sought with a large enough effect; inconclusive means small, poorly fitted or top-dose-only effect, or another doubt; inactive means no such curve, though single readings can be large; an effect the other way counts as inactive or inconclusive.

Value order: Pf growth 96h	Giardia FBPA inh	Cycloheximide cs	HCV inh	Shiga toxin inh	Pf growth 48h
1) Cc1cc(C)c2oc(=O)cc(CN3CCOCC3)c2c1
→ -2%	-3%	-2	-10%	3	-13%
2) COCCNC(=O)C1CC(=O)N(C2CCCCC2)C1 (stereo unspecified)
→ -1%	4%	-2	4%	-16	24%
3) COc1cccc(/C=C/C(=O)Oc2ccc(C(=O)c3ccc(F)cc3)cc2)c1
→ 4%	0%	-7	8%	-9	12%
4) CCN1C(=O)[C@H]2[C@@H](c3ccc(-c4ccc(F)cc4)c(OC)c3)N[C@@](C)(C(=O)OC)[C@H]2C1=O
→ ?	.	.	-6%	.	?
5) CN(C(=O)c1ccc(OC2CCN(C(=O)c3cccnc3)CC2)cc1)C1CCCCC1
→ ?	8%	-2	-7%	-4	-8%
6) CCOC(=O)C(Cc1ccccc1)C(=O)Nc1cccc(C)c1 (stereo unspecified)
→ ?	1%	15	20%	22	16%
7) CCCSc1nc2c(cnn2-c2ccc(C)cc2)c(=O)[nH]1
→ 38%[activator]	1%	-3	4%	-3	9%
8) C[C@@H]1CCC(=O)N(C[C@@H](C)CSc2ccc(Br)cc2)CC1
→ 39%[activator]	.	.	-18%	.	-2%
9) COc1cccc(COc2nc3c(c(=O)n(C)c(=O)n3C)n2C)c1
→ 4.1µM*	-4%	-3	?	-7	23%
10) CCOc1ccc(NC(=O)NC2CCCCCCC2)cc1
→ ?	.	51*	-4%	91*	80%[activator]
11) CC(=O)N1CCN(c2ccc(NC(=O)c3ccc(Cl)c(Cl)c3)cc2)CC1
→ ?	4%	-3	-18%	48	0%
12) Cc1csc(NC(=O)c2c(O)c3c(n(CC(C)C)c2=O)CCCC3)n1
→ 31%	-15%	1	?	-3	31%[activator]
13) CC(=O)c1cccc(NC(=O)CN(C)S(=O)(=O)c2cccc3nsnc23)c1
→ ?	-2%	12	12%	-5	-9%
14) O=C(COc1ccc([N+](=O)[O-])cc1Cl)Nn1cnnc1
→ 14%	16%	-2	3%	1	19%
15) C/[N+]([O-])=C\c1cccc(OCCN2CCN(c3ncc(C(F)(F)F)cc3Cl)CC2)c1
→ 6%	0%	-6	25µM*	-6	15%[0.00184 µM]
16) CCCCS(=O)(=O)c1sc2nc3c(cc2c1N)CCCC3
→ ?	-5%	2	-18%	79	-11%
17) COc1ccccc1/C=N/NC(=O)CO
→ ?	0%	-1	6%	-4	-13%
18) Cc1cc(NC(=O)COC(=O)c2cc(S(=O)(=O)N(C)c3ccccc3)ccc2Cl)no1
→ 39%[activator]	-9%	-1	-5%	-5	62%[activator]
19) Cc1ccc(-n2c(C)cc(/C=N/NC(=O)CC3(C)OCCO3)c2C)c(C)c1
→ -23%	-15%	9	-3%	15	9.3µM*
20) CCC(CC)NC(=O)c1n[nH]c(=O)c2ccccc12
→ ?	-3%	-2	15%	7	-13%
21) Cc1noc(NS(=O)(=O)c2ccc(NC(=O)c3cnc4scc(C)n4c3=O)cc2)c1C
→ 0%	24%	-3	11%	-7	-10%
22) CCN(C(=O)CSc1nnc(C)n1-c1ccccc1)C1CCS(=O)(=O)C1 (stereo unspecified)
→ 15%	0%	-4	-5%	-13	0%
23) COc1ccc(-c2sc(Nc3ccccc3)n[n+]2-c2ccc(F)cc2)c(OC)c1OC
→ ?	2%	1	1%	-12	7%
24) COc1cccc(N2CCN(C(=O)CN(C)S(=O)(=O)c3ccc4c(c3)CCC(=O)N4)CC2)c1
→ ?	-13%	-1	-18%	45	.
25) O=C(OCC(=O)N1CCOCC1)c1ccccc1Cc1ccccc1
→ 338%[activator]	0%	39*	-14%	60*	233%[activator]
26) CCN(CC)c1ccc(NC(=O)C(C)C)cc1
→ 118%[activator]	-6%	-3	9%	-4	22%
27) COc1cc(C2C(C(=O)c3ccc(C)o3)=C(O)C(=O)N2CCN2CCOCC2)ccc1OCCC(C)C (stereo unspecified)
→ ?	-10%	5	-17%	10	?
28) COCCn1c(=O)[nH]c2cc(C(=O)NCc3ccccc3)ccc2c1=O
→ 1.5µM*	-1%	1	?	-5	.
29) Cn1c(NC(=O)c2cc(Cl)ccc2Cl)cc(=O)n(C)c1=O
→ -24%	-1%	-1	6%	2	.
30) COc1ccc(COCC(O)CN2CCN(S(=O)(=O)c3ccc(C(C)C)cc3)CC2)cc1 (stereo unspecified)
→ ?	.	.	?	.	?
31) Cc1nc2sccn2c1-c1csc(NCc2ccccc2)n1
→ 74%[activator]	-21%	14	11µM*	29	13µM*
32) Cc1cc(OCC(=O)c2cccc(C(F)(F)F)c2)n2cnnc2n1
→ 10%	2%	-3	-3%	-8	36%[activator]
33) O=C(O)CCCCCNC(=O)c1ccccc1Br
→ ?	8%	1	10%	14	?
34) O=C(c1cc2ccccc2o1)N1CCN(c2cccc(Cl)c2)CC1
→ 41%[activator]	.	-5	3%	-5	-17%
35) COc1ccc(CCNC(=O)c2cc(S(=O)(=O)N3CCCCC3)c[nH]2)cc1OC
→ -3%	-7%	-4	-15%	-2	-8%
36) COc1ccc(S(=O)(=O)NC(C)C(=O)Nc2ccccc2F)cc1 (stereo unspecified)
→ .	-1%	-5	21%	0	-11%
37) COC(=O)c1cc(C(=O)c2cc(Br)ccc2O)coc1=N
→ -35%	7%	8	6%	-5	-1%
38) CCCCNC(=S)NCCN1CCCCC1
→ 13%	-25%	-2	12%	-9	-20%
39) CCC(C)NC(=O)CNC(=O)c1nn(-c2ccc(OC)c(Cl)c2)c(=O)c2ccccc12 (stereo unspecified)
→ 45%[activator]	1%	-3	-14%	-1	?
40) Cn1nnnc1SCCNCc1ccccc1OCc1ccc(F)cc1
→ -7%	-3%	-3	-7%	-3	-16%
41) Brc1ccc2c(c1)OCCOCCOc1cc(Br)ccc1OCCOCCOCCO2
→ ?	3%	0	?	-5	?
42) O=C(N1CCN(c2ccccn2)CC1)C(Cl)(Cl)Cl
→ 2%	0%	28*	33%[activator]	34*	9.3µM*
43) Cc1cc([N+](=O)[O-])ccc1N1C(=O)c2ccc(C(=O)Nc3ccccc3C(=O)O)cc2C1=O
→ -29%	-6%	-1	8%	27	0%
44) COc1ccc(CCNC(=O)c2cc3sc(Cl)cc3n2C)cc1OC
→ 9.3µM*	-15%	-2	?	5	-15%
45) COc1cc(-n2nnnc2SC)c(OC)cc1Cl
→ -6%	6%	10	6%	47*	-6%
46) CCOc1ccc(-n2cnnn2)cc1S(=O)(=O)NCCc1ccc(OC)c(OC)c1
→ -4%	6%	6	?	-8	-4%
47) CCOC(=O)c1sc(=NC(=O)c2ccc(OC)c(OC)c2)n(C)c1C
→ 10%	2%	37	13%	86*	9%
48) CCOC(=O)C(C)N1C(=O)S/C(=C/c2cc(C)n(-c3ccccn3)c2C)C1=O (stereo unspecified)
→ .	-27%	31*	10µM*	114*	23%
49) O=C1C2ON(c3ccccc3)C(c3ccncc3)C2C(=O)N1c1ccc(Br)cc1 (stereo unspecified)
→ 4%	0%	-6	7%	-21	-19%
50) COc1ccc(NC(=O)CN(C)S(=O)(=O)c2ccc(Br)s2)cc1
→ -25%	-6%	10	-29%	23	-14%
51) Cc1cccc(NC(=O)c2cc(NC(=O)c3ccco3)ccc2N2CCCCC2)c1
→ ?	5%	-1	17%&-2%	-12	4.7µM*
52) CCOC(=O)c1cnn(-c2nc(-c3ccc(C)cc3)cs2)c1C(F)(F)F
→ 79%[activator]	6%	-1	-18%	14	4%
53) CNS(=O)(=O)c1ccc2c(c1)NC(=O)C1CCCN21 (stereo unspecified)
→ -15%	3%	-1	8%	-16	-5%
54) COc1ccc(CC(NC(C)=O)C(=O)NC2CCN(C(=O)Nc3ccccc3Cl)CC2)cc1OC (stereo unspecified)
→ 83%[activator]	0%	-2	12%	-52	.
55) Cc1cc(=O)n(-c2ccc3ccccc3n2)[nH]1
→ 3%	21%	47*	?	51*	-12%
56) Cc1ccc(-n2ncc(Cl)c2C(=O)NCc2ccccc2)cc1
→ 82%[activator]	-4%	42*	-9%	58*	89%[activator]
57) CC1CN(CC(O)COc2ccc(C(=O)c3ccccc3)cc2)CC(C)O1 (stereo unspecified)
→ 18%[5.75 µM]	7%	-3	6%	-10	.
58) O=C(Cn1c(=O)oc2cc(S(=O)(=O)N3CCCCC3)ccc21)N1CCc2ccccc2C1
→ ?	-2%	-6	3%	-14	.
59) CN(Cc1ccc(Cl)cc1)C(=O)COC(=O)CSc1ccc([N+](=O)[O-])cc1
→ -2%	.	.	-8%	.	-29%
60) O=c1[nH]c2ccccc2nc1Cc1ccccc1
→ ?	-15%	6	23%	30	3%

Some of the entries so far, with each value named:
#42 O=C(N1CCN(c2ccccn2)CC1)C(Cl)(Cl)Cl
  Pf growth 96h: 2%	Giardia FBPA inh: 0%	Cycloheximide cs: 28*	HCV inh: 33%[activator]	Shiga toxin inh: 34*	Pf growth 48h: 9.3µM*
#43 Cc1cc([N+](=O)[O-])ccc1N1C(=O)c2ccc(C(=O)Nc3ccccc3C(=O)O)cc2C1=O
  Pf growth 96h: -29%	Giardia FBPA inh: -6%	Cycloheximide cs: -1	HCV inh: 8%	Shiga toxin inh: 27	Pf growth 48h: 0%
#44 COc1ccc(CCNC(=O)c2cc3sc(Cl)cc3n2C)cc1OC
  Pf growth 96h: 9.3µM*	Giardia FBPA inh: -15%	Cycloheximide cs: -2	HCV inh: ?	Shiga toxin inh: 5	Pf growth 48h: -15%
#45 COc1cc(-n2nnnc2SC)c(OC)cc1Cl
  Pf growth 96h: -6%	Giardia FBPA inh: 6%	Cycloheximide cs: 10	HCV inh: 6%	Shiga toxin inh: 47*	Pf growth 48h: -6%

(list continues)
(61) CCC(C)c1ccccc1O (stereo unspecified)
(62) Cc1cccc2cc(COC(=O)c3ccccc3)c(=O)[nH]c12
(63) Oc1c(C(c2cccs2)N2CCC3(CC2)OCCO3)sc2ncnn12 (stereo unspecified)
(64) CC(Oc1ccccc1)C(=O)NN1Cc2ccccc2C1=N (stereo unspecified)
(65) Cc1ccc(S(=O)(=O)NC(=O)COc2ccccc2C)c(C)c1
(66) Cc1cccc(C)c1NC(=O)CCCCCNS(=O)(=O)c1ccccc1

Assay by compound	61	62	63	64	65	66
Pf growth 96h	35%[activator]	-7%	-58%	7%	-23%	-7%
Giardia FBPA inh	.	0%	-10%	-2%	.	7%
Cycloheximide cs	.	-2	-4	10	2	7
HCV inh	7%	16%	-1%	6%	0%	?
Shiga toxin inh	.	-2	-13	-7	-6	2
Pf growth 48h	3%	17%	.	35%	14%	-16%

(67) CC(CNCc1ccc2c(c1)OCO2)NCc1ccc2c(c1)OCO2 (stereo unspecified)
(68) CC(C)c1ccc(C2CC(=O)N3CN(C)CSC3=C2C#N)cc1 (stereo unspecified)
(69) COCCN1C(=O)/C(=C/c2cc3c(cc2Br)OCO3)NC1=S
(70) CCOC(=O)N1CCN(C(=O)c2ccccc2NC(=O)c2ccc(F)cc2)CC1
(71) CC(C)(C)OC(=O)[C@H](Cc1ccccc1)NC(=O)c1[nH]cnc1C(=O)Nc1cccc(Cl)c1
(72) O=C(CCC(=O)c1cccs1)NCc1cccc(C(F)(F)F)c1
(73) CCOC(=O)C1=NOC(COc2ccccc2C=O)C1 (stereo unspecified)

Assay by compound	67	68	69	70	71	72	73
Pf growth 96h	9%	?	41%[activator]	-9%	?	12%	?
Giardia FBPA inh	4%	?	-16%	6%	?	.	0%
Cycloheximide cs	-8	-6	-2	-1	1	.	7
HCV inh	1%	-8%	-18%	-1%	-2%[8.37 µM]	24%	3%
Shiga toxin inh	-8	21	-8	5	-2	.	-3
Pf growth 48h	.	.	4%	9%	?	5%	?

Some entries already given with just HCV inh:
No. | Structure | HCV inh
16 | CCCCS(=O)(=O)c1sc2nc3c(cc2c1N)CCCC3 | -18%
17 | COc1ccccc1/C=N/NC(=O)CO | 6%
15 | C/[N+]([O-])=C\c1cccc(OCCN2CCN(c3ncc(C(F)(F)F)cc3Cl)CC2)c1 | 25µM*

Compounds were not picked by outcome; any-hit rate near 24%.
